High-throughput results as filed in PubChem BioAssay.
GSK3beta inhib = human GSK3beta kinase inhibition; P49841; GST-GSK3beta kinase, ADP-Glo luminescence, 60 min; stronger effect = lower value; activity score (negative = inhibition), % at 10 µM; 0.038% of 300,000 active; AID 2097;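 active = more than half of replicate wells score below -50%, meaning over 50% inhibition versus plate controls; inconclusive = some replicates but at most half score below -50%; inactive = no replicate scores below -50%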;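 note: 0% = median DMSO wells and -100% = median GW8510 positive control wells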
Target sequence (P49841 whole entry, looked up): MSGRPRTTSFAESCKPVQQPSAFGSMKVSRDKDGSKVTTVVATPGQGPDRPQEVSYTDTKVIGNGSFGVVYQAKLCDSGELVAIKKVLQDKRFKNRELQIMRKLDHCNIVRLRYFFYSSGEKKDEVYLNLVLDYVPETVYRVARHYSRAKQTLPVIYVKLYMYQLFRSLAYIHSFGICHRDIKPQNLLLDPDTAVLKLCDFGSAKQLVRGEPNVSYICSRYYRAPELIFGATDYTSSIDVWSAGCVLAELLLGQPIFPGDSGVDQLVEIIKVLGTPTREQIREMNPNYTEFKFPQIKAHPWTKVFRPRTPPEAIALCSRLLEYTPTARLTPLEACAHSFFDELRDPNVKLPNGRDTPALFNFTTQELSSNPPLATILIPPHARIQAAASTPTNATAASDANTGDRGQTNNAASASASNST
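Assay system: GST-tagged human GSK3beta kinase, cell-free; Input: 1.6 ng GSK3beta; Medium: Tris/MgCl2 kinase buffer; Timing: 60 min enzyme reaction, room temperature; Signal: ADP-Glo luminescence quantifying ADP generated by kinase; Evaluation: score relative to plate controls; Benchmarks: DMSO neutral wells and GW8510 at 20 µM as positive.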
HSF1 inhib = HSF1 inhibition | NIH3T3-HGL HSE-luciferase, MG132-induced, luminescence 8 h; stronger effect = lower value | activity change, negative = inhibition, % at 7.5 µM (by protocol) | 0.77% of 300,000 active;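 active = more than half of replicate wells show activity change below -50%, luminescence cut by over half; inconclusive = some wells, but at most half, below -50%; inactive = no replicate well below -50%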;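 note: luciferase reports HSF-1 transcriptional activity via heat shock element; 0% = median of DMSO wells and -100% = zero luminescence signal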
HSP90 refold inh = inhibitors of HSP90 luciferase refolding in rabbit reticulocyte lysate; luciferase refolding luminescence, 3 h; 0.91% of 290,000 active; AID 1789; inhibition, % at 5.6 µM;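 active = inhibition above the screen-wide mean plus 3 SD, computed separately per campaign, cut at about 16% in these data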;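 note: 0% = DMSO wells and 100% = 60 µM geldanamycin wells; inhibitors lower the luminescence because luciferase stays unfolded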
GSK3A inh = inhibitors of human GSK-3 alpha kinase. P49840. ADP-Glo luminescence, 60 min. inhibition, % at 10 µM. 0.1% of 320,000 active;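 in the data active = inhibition above about 50%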;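 note: GST-tagged GSK-3 alpha with peptide substrate and 25 µM ATP; 0% = DMSO neutral wells and 100% = GW8510 positive control wells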
Target sequence (P49840 whole entry, looked up): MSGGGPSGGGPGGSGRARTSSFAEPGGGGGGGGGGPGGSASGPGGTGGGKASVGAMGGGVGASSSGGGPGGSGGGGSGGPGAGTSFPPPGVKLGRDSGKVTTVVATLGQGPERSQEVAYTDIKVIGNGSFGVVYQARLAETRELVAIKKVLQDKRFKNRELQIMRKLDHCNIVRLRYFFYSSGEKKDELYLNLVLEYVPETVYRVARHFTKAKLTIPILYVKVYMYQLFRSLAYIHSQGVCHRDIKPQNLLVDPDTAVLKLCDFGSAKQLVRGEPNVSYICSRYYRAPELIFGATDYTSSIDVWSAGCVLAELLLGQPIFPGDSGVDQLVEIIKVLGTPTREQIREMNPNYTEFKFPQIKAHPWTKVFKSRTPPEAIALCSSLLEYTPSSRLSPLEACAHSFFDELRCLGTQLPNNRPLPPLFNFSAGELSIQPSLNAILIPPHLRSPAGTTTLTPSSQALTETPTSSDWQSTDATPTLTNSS
Platelet DG rel = modulates dense granule release in human platelets; inhibition, %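 (compounds screened at 7.5 µM in platelet-rich plasma)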; 0.22% of 300,000 active; human platelet-rich plasma, SFLLRN dense granule ATP release, luminescence;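 active = mean replicate score, as percent of positive control, at or above 50; inconclusive = mean below 50 but at least one replicate at or above 50; inactive = mean and every replicate below 50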
aSyn UTR inh = 5' untranslated region of α-synuclein, MLPCN primary screen. alpha-synuclein 5'UTR reporter, inhibitor activity. inhibition, % (tested at 7.5 µM). 0.82% of 300,000 active. AID 1813; in the data active = inhibition above about 60%; inconclusive = no clear call, values can overlap the other calls;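 note: H4 neuroglioblastoma cells stably carrying SNCA 5'UTR luciferase fusion; 0% = DMSO wells and 100% = positive control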
KLF5 inh = inhibitors of KLF5 expression | 0.23% of 290,000 active | inhibition, % at 5 µM | DLD-1 KLF5 promoter-luciferase reporter, luminescence;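 active = inhibition above a per-plate limit of that plate's mean compound inhibition plus 3 SD, cut at about 60% in these data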;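 note: 0% = DMSO wells and 100% = LY294002 at 200 µM; higher means less KLF5 promoter-driven luciferase light; inactives centre near -14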
IEC-6 tox = kills IEC-6 intestinal cells in KLF5 counter-screen | IEC-6 cytotoxicity, luminescence viability | inhibition, % at 5 µM | 0.78% of 290,000 active; in the data active = inhibition above about 22%;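 note: 0% = plate median of test compound wells and 100% = cytotoxic reference compound wells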
Dyrk1A ADPGlo = Dyrk1A (rat) kinase inhibition; ADP-Glo luminescence, NFATc1 peptide; inhibition, % at 12.5 µM; 0.43% of 310,000 active; AID 504441; in the data active = inhibition above about 50%;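 note: plate controls were vehicle with enzyme for no effect and no enzyme for full effect; many of its hits are not listed in these tables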
HSF-1 act = increases HSF-1 driven luciferase reporter signal. activation, % at 9 µM. 1.7% of 300,000 active. AID 504408. NIH3T3-HGL HSF-1 luciferase reporter, MG132, 8 h; 100% = twice DMSO control signal;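 active = mean replicate activation of at least 50% with a set share of replicates each reaching 50%; inconclusive = only one of those two conditions met; inactive = mean below 50% and too few replicates reaching it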;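 note: 0% = median of the neutral control wells and 100% = twice that signal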
Active calls of the source: *; ? = inconclusive; . = no result given. Only part of the results is shown. The share of hits here may be higher or lower than overall.

SMILES	GSK3beta inhib	HSF1 inhib	HSP90 refold inh	GSK3A inh	Platelet DG rel	aSyn UTR inh	KLF5 inh	IEC-6 tox	Dyrk1A ADPGlo	HSF-1 act
OC(CNCc1ccccc1)(c1ccccc1)c1ccccc1	0	0	-1	-2	-4	2	1	1	0	11
COCCNS(=O)(=O)c1ccc(OCC(=O)OC)c(Cl)c1	-1	.	4	-2	9	-10	19	1	-4	.
O=c1[nH]c(CSc2nnc3ccccn23)nc2ccccc12	2	12	-1	8	4	15	-12	-1	1	2
Cc1ccc(NC(=O)N2C(=O)C3(OCCO3)c3ccccc32)cc1	-1	7	-1	-3	9	-165	-118	-3	-9	-9
O=C(CSc1ccc(-c2ccc(F)cc2)nn1)NCc1ccco1	4	14	3	-1	-2	7	-25	-1	-5	-2
C=CCNC(=O)/C(C#N)=C/c1ccc(C)o1	-1	-7	-7	-1	-4	10	-19	0	-7	9
N#Cc1c2c(c(-c3ccccc3)[nH]c1=O)CCCC2	-2	-9	0	.	-3	-7	-32	0	3	-10
O=C(CNC(=O)c1cccs1)c1ccc([N+](=O)[O-])cc1	-15	6	-2	-3	-9	-59	-45	3	3	-2
O=C(NCc1ccco1)C1CCN(Cc2ccc(F)cc2)CC1	1	2	-3	-1	-10	-1	-39	2	1	-9
Cc1cc(C)c(S(=O)(=O)Cc2ccc(Cl)cc2)c(=O)[nH]1	5	-3	2	-1	-5	-17	-16	-4	-2	-6
O=C(NC(c1ccccc1)c1ccccc1)c1ccc(=O)[nH]n1	-3	4	1	-7	?	-6	-21	0	2	1
Cc1cc2cc(C(c3nnnn3C(C)(C)C)N(Cc3ccco3)CC3CCCO3)c(=O)[nH]c2cc1C (stereo not drawn)	3	3	0	1	-5	17	-6	-2	-3	15
COc1ccc(CCNC(=O)C(=O)NCC2OCCN2S(=O)(=O)c2ccc(Cl)cc2)cc1OC (stereo not drawn)	-3	0	-3	0	5	-5	-12	-6	3	1
CCN(CC)S(=O)(=O)c1ccc(C2CNC(=O)C2)cc1 (stereo not drawn)	-1	0	-2	-3	1	-23	20	-9	6	-5
CCOc1cccc(C(=O)Nc2ccc(S(=O)(=O)Nc3cc(C)on3)cc2)c1	1	-4	-6	0	0	15	-23	-6	-2	3
Cc1ccc(S(=O)(=O)CNC(=S)c2cccc(C)c2)cc1	0	4	-2	2	-1	20	-37	-6	2	13
O=C(NCc1csc(-c2cccs2)n1)C1CCCCC1	1	19	1	-5	-5	-67	-55	3	.	29
Cc1cc(Oc2ncccc2[N+](=O)[O-])c2cc(Cl)ccc2n1	2	-2	2	-6	-8	-4	9	5	1	-2
Cc1cccc(C)c1NC(=O)CN(C)C(=O)c1ccccc1C(=O)N(C)Cc1ccccc1	.	6	4	-2	1	-9	-15	2	25	9
CCOC(=O)c1cc(CC)sc1/N=C/C1C(=O)CCCC1=O	-3	-2	2	-2	-2	-13	-15	-3	3	-5
O=C(CNC1CCCCC1)NN=C(c1ccccc1)c1ccccc1	5	0	3	-1	-2	5	-15	6	1	2
CCOC(=O)C1CCCN(S(=O)(=O)c2ccc(S(=O)(=O)N3CCCC3)cc2)C1 (stereo not drawn)	-3	-3	.	-2	6	-14	.	.	-6	4
Cc1ccccc1-c1nnc(SCC(=O)NC2CCCC2)o1	2	-3	-2	-1	-2	-6	-17	0	1	2
O=[N+]([O-])c1cc(/C=N/O)ccc1Oc1cccc(Cl)c1	-5	1	4	47	3	13	-23	6	-21	-1
CC(C)CC(=O)Nc1nnc(SCC(=O)NCc2ccco2)s1	1	-4	0	1	-9	1	-6	3	2	-9
Remaining list, next part
SMILES	GSK3beta inhib	HSF1 inhib	HSP90 refold inh	GSK3A inh	Platelet DG rel	aSyn UTR inh	KLF5 inh	IEC-6 tox	Dyrk1A ADPGlo	HSF-1 act
CC1=C(C(=O)OCC2CCCCC2)C(c2ccccc2F)NC(=O)N1 (stereo not drawn)	2	-4	.	-4	16	2	.	.	.	-3
CCN(CC(=O)Nc1cccc(OC)c1)C(=O)c1ccncc1	.	4	1	-2	0	-13	-1	-9	-5	23
COc1cnn(-c2cccc(Cl)c2)c(=O)c1Cl	-2	0	.	0	3	-22	.	.	2	-7
O=C(c1ccco1)N1CCN(S(=O)(=O)/C=C/c2ccccc2)CC1	4	-59*	5	-2	6	8	4	3	-6	-69
COc1ccc(OC)c(C(c2nnnn2CC2CCCO2)N2CCN(C3CCCC3)CC2)c1 (stereo not drawn)	0	2	-3	-1	-12	-25	-11	-10	-4	-3
COc1ccc(N2CC(C(=O)N[C@@H](CC(C)C)C(=O)NC3CCCC3)CC2=O)cc1 (stereo partly drawn)	7	1	0	0	-20	-3	-39	6	-4	-11
O=C(CNC(=O)c1ccccc1)OCc1cccc(Br)c1	-1	.	1	1	2	4	-7	-1	4	.
Cc1cccc(N2C(=O)CC(N3CCN(Cc4ccc5c(c4)OCO5)CC3)C2=O)c1 (stereo not drawn)	-6	2	2	0	-3	-12	-39	0	4	-3
O=S(=O)(NCCc1ccc(Cl)cc1)c1cccs1	3	3	3	-2	-8	4	-7	6	0	-9
Cc1cccc(C(=O)NNC(=O)C23CC4CC(CC(C4)C2)C3)c1O	4	1	-4	2	-1	-15	-21	37*	-4	-22
N#Cc1nc(-c2cccc3ccccc23)oc1NCCN1CCOCC1	-3	-6	-5	-4	13	19	9	1	11	15
COc1ccccc1-[n+]1c(C)cc(/C=C2\Sc3ccccc3N2C)cc1C	-7	.	0	5	-3	53	8	1	-1	.
O=C(CNS(=O)(=O)c1ccccc1)Nc1ccc(F)cc1F	-1	-4	3	2	-9	-11	-11	0	-1	-5
Cc1c(NC(=S)NCc2ccc(F)cc2)cccc1[N+](=O)[O-]	3	4	4	9	-3	-36	-2	-5	-1	-5
CC(=O)N1CCc2cc(Br)cc(S(=O)(=O)N3CCC(C(=O)O)CC3)c21	0	-1	5	-2	3	9	2	4	-6	-2
CC(C)CCNC(=O)c1ccc2c(c1)ncn2C1CCCC1	1	4	2	0	4	11	-7	-4	11	20
Cc1cccc(C)c1Nc1ncnc2ccccc12	-2	-7	0	-2	-15	18	-32	0	1	-4
COc1ccc(Oc2ccc(/C=C/C(=O)c3cccc(OC)c3)cc2[N+](=O)[O-])cc1	-1	-3	0	-19	7	-49	-18	1	-8	18
COc1ccc(C(=O)NC(=S)N(CCC(C)C)c2c(N)n(Cc3ccccc3)c(=O)[nH]c2=O)cc1	2	-3	4	-3	-2	-3	-22	-2	-2	6
O=C(COc1ccc(Cl)cc1Cl)N/N=C/CCc1ccccc1	-3	3	-1	2	-3	8	-5	2	0	2
Cc1ccccc1-n1c(=O)cc(NCc2ccc3c(c2)OCO3)[nH]c1=O	-1	.	0	-2	2	.	-9	4	-3	.
Cc1cc(C)n(Cc2cnc(N3CCOCC3)s2)n1	-1	-1	1	-3	10	27	2	1	.	6
CC(c1nc2ccccc2n1Cc1ccccc1)N1CCCCC1 (stereo not drawn)	2	12	1	0	0	10	-16	5	9	20
Cc1c([N+](=O)[O-])c(C(=O)NC2CCCCC2)nn1C	3	-10	-1	2	4	2	-16	1	-6	-8
N#Cc1ccccc1S(=O)(=O)N1CCN(C(=O)C2CCC2)CC1	2	-2	.	2	-9	0	.	.	7	-18

Some of these compounds in order of the KLF5 inh value, ascending:
| SMILES | KLF5 inh |
| --- | --- |
| CCN(CC(=O)Nc1cccc(OC)c1)C(=O)c1ccncc1 | -1 |
| CC(=O)N1CCc2cc(Br)cc(S(=O)(=O)N3CCC(C(=O)O)CC3)c21 | 2 |
| COc1ccccc1-[n+]1c(C)cc(/C=C2\Sc3ccccc3N2C)cc1C | 8 |

(cont.)
SMILES	GSK3beta inhib	HSF1 inhib	HSP90 refold inh	GSK3A inh	Platelet DG rel	aSyn UTR inh	KLF5 inh	IEC-6 tox	Dyrk1A ADPGlo	HSF-1 act
O=C(NCc1ccccc1Cl)C1CCN(S(=O)(=O)N2CCC3(CC2)OCCO3)CC1	2	-2	-2	-1	8	28	-39	0	-5	16
CCCNC(=O)[C@H](C)NC(=O)c1ccc(Br)cc1	-1	3	-2	-2	-5	4	3	-14	-3	5
COc1cccc(/C=C(\C#N)c2nc3ccccc3[nH]2)c1OCC(=O)O	-1	-64*	4	-2	-7	-13	-14	-4	9	-71
O=C(CN1CCc2cc3c(cc2C1)OCCCO3)Nc1ccccc1	0	-6	2	-3	-2	-9	-14	-3	-3	-11
CCN(CC)S(=O)(=O)c1ccc(C(=O)NCC(c2ccc(OC)cc2)N2CCOCC2)cc1 (stereo not drawn)	2	-4	3	1	10	9	-25	-2	1	-8
O=C(NC(=S)NCCO)c1sc2ccccc2c1Cl	-1	23	-2	1	-2	-143	-91	-2	10	29
O=C1C2C3C=CC(CC3)C2C(=O)N1c1cccc(Br)c1 (stereo not drawn)	-3	-1	-3	0	-11	1	-8	-3	-9	-2
Nc1ncnc(Nc2ccccc2Cl)n1	4	-1	0	1	4	-15	-41	3	5	-4
COc1ccc(NC(=S)N(Cc2ccc(C)cc2)Cc2ccccn2)cc1	2	11	3	.	-4	7	-5	1	.	37
COc1ccc(C(CCNCc2ccc(N(C)C)cc2)C(C)C)cc1 (stereo not drawn)	-6	-2	2	2	1	8	0	6	-3	-5
O=C(CN1CCN(Cc2ccccc2Cl)CC1)N/N=C/C=C/c1ccccc1[N+](=O)[O-]	1	-3	-2	0	-6	15	-9	3	0	6
C=CCN1C2=NCCCN2c2ccccc21	-3	-5	4	0	3	-13	-15	2	-9	-19
CCSc1nnc(NC(=O)C(NC(=O)c2ccc(Cl)cc2)C(C)C)s1 (stereo not drawn)	1	-5	1	-4	-3	7	-7	-5	2	-1
C[n+]1ccccc1/C=C/c1ccccc1Cl	1	-4	-1	1	7	5	-19	2	2	2
CC(=O)c1ccc(NC2OC(CO)C(O)C(O)C2O)cc1 (stereo not drawn)	1	-1	0	-6	0	10	-23	3	3	3
CC(NC(=O)c1ccc(N(C)C)cc1)C1CC2CCC1C2 (stereo not drawn)	.	.	3	.	.	.	-22	-2	4	.
Cc1ccc(S(=O)(=O)N2CCOCC2)cc1C(=O)NC1CCCC1	0	-10	-1	-1	-2	2	-4	-2	-6	-3
Cc1ccc(-n2cc(CN(C)Cc3nccn3C)c(-c3cccc(C)c3)n2)cc1	-3	.	2	0	-4	15	-7	-6	0	.
CC(C)C[C@H](NC(=O)N1CCN(c2ccccc2)CC1)C(=O)O	-1	-5	-4	-3	12	23	-6	-7	7	-19
COCCn1c(C)cc(C(=O)COc2cccnc2[N+](=O)[O-])c1C	2	8	3	-2	-8	12	-8	0	-1	-3
CCOC(=O)c1cnc(SCC(=O)N2CCc3ccccc32)nc1N	2	0	-2	-1	-1	4	-6	-4	1	4
CCc1ccc(C(=O)Nc2ccc(OC)c(S(=O)(=O)N3CCOCC3)c2)cc1	3	0	1	-2	-24	-13	-8	0	-12	11
CSc1cccc(CN2CCC(n3nccc3NC(=O)C3CC3)CC2)c1	-1	3	5	.	12	11	2	1	3	-8
